SV40 large T antigen: TAg ATPase/helicase activity blockers – biochemical (AID 1903); SV40 large T antigen ATPase/helicase inhibition assay; higher % means a stronger effect; inhibition, % at 20 µM; hits with a dose series show IC50 in µM; 0.39% of 310,000 active; in the data active = a potency from the dose series; inconclusive = inhibition mostly from about 32% at the one dose, without a potency; inactive = the rest, 99 in 100 with inhibition below about 32%; note: strong numbers were not always called active
ER stress rescue: rescue of cells from ER stress-induced death, primary screen, 384-well, CSM14.1, thapsigargin, ATP luminescence (AID 1222); CSM14.1 thapsigargin-induced death rescue, ATP luminescence; higher % means a stronger effect; one-dose cellular ATP content (survival), % at 20 µM; EC50 in µM for titrated hits; 190,000 tested, under 10 active;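 active = EC50 below 50 µM in the dose-response confirmation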;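 note: death triggered by thapsigargin at about 15 µM added after 2 h compound pretreatment; cell ATP read after overnight thapsigargin exposure of roughly 18 to 22 hours; normalized against plate controls of thapsigargin alone and 5% DMSO vehicle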
Rac1 GTP hydrolysis: MgcRacGAP GTPase-activating activity inhibitors, confirmation, biochemical, ADP Hunter fluorescence | 0.6% of 340,000 active | MgcRacGAP-stimulated Rac1 GTP hydrolysis, ADP Hunter fluorescence; higher % means a stronger effect; GST-tagged Rac1 F28L mutant substrate | one-dose inhibition, % at 30 µM; IC50 in µM for titrated hits;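 active = first-screen hits whose inhibition reached a set limit at any dose in the follow-up dose series; inconclusive = inhibition above the set first-screen limit but never retested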;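 note: fluorescence reports GDP produced by GAP-driven GTP hydrolysis; strong numbers were not always called active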
Salmonella PhoP GFP: inhibitors of PhoP regulon expression, primary screen, Salmonella Typhimurium, GFP reporter (AID 1863). S. Typhimurium PhoP-regulated promoter GFP reporter, 4 h; higher % means a stronger effect. 0.16% of 300,000 active. inhibition, % at 50 µM, or IC50 in µM where a hit was titrated;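 active = inhibition over 29.93%, a cutoff 3 SD above the screen mean, later confirmed by dose response; inconclusive = inhibition over 29.93% but no dose response follow-up; inactive = inhibition at most 29.93% or unconfirmed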;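 note: 0% = low Mg2+ inducing control and 100% = high Mg2+ repressing control; strong numbers were not always called active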
Dengue-2 NS5 capping: flavivirus cap methylation enzyme inhibition – biochemical, confirmation dose response, primary screen (AID 588689). Dengue-2 NS5 methyltransferase capping enzyme assay, biochemical; higher % means a stronger effect. inhibition, % at 25 µM, or IC50 in µM where a hit was titrated. 0.3% of 340,000 active; in the data active = a potency from the dose series; inconclusive = inhibition above about 29% without an active follow-up result
West Nile antiviral: West Nile virus antiviral activity, cell-based, CPE readout (AID 1621). West Nile virus-infected cells, CPE inhibition; higher % means a stronger effect. CPE inhibition, % at 10 µM, or IC50 in µM where a hit was titrated. 0.02% of 290,000 active; in the data active = a potency from the dose series; inconclusive = CPE inhibition mostly from about 3.7% at the one dose, without a potency; inactive = the rest, 99 in 100 with CPE inhibition below about 2.2%; note: strong numbers were not always called active
GPR35 antagonists: GPR35 antagonists blocking zaprinast-driven arrestin recruitment, primary screen, imaging, U2OS, beta-arrestin-GFP, zaprinast agonist (AID 2058); U2OS GPR35 beta-arrestin-GFP translocation imaging, zaprinast antagonism; higher % means a stronger effect; 0.052% of 290,000 active; inhibition, % at 10 µM, or IC50 in µM where a hit was titrated;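 active = inhibition of at least 50% with at least 30 cells and total cytoplasm GFP at most 10,000,000; inconclusive = under 30 cells or total GFP of 10,000,000 plus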
RSV antiviral HEp-2: inhibition of RSV-induced cytopathic effect – HEp-2 cells, primary 10 µM value included (AID 2391) | HEp-2 cells, RSV-induced CPE inhibition; higher % means a stronger effect | 0.13% of 310,000 active | CPE inhibition, % at 10 µM, or IC50 in µM where a hit was titrated; in the data active = a potency from the dose series; inconclusive = CPE inhibition mostly from about 23% at the one dose, without a potency; inactive = the rest, 99 in 100 with CPE inhibition below about 21%; note: strong numbers were not always called active
LYP inhibition: inhibitors of LYP phosphatase, biochemical, fluorescence intensity, uHTS (AID 1779); recombinant LYP phosphatase, fluorescence intensity; higher % means a stronger effect; 0.054% of 290,000 active; one-dose inhibition, % at 11.5 µM; IC50 in µM for titrated hits; in the data active = inhibition above about 50%;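 note: plate controls were vehicle with enzyme for no effect and no enzyme for full effect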
Dengue-2 NS5 capping pilot replicate: recorded beside Dengue-2 NS5 capping, whose call it bears; inhibition, %; measured here: pilot screen replicate inhibition
Active calls of the source: *; ? = inconclusive; . = not tested or not shown. No enrichment for hits; about 1.5% have a hit in one of these screens.

SMILES | SV40 large T antigen | ER stress rescue | Rac1 GTP hydrolysis | Salmonella PhoP GFP | Dengue-2 NS5 capping | West Nile antiviral | GPR35 antagonists | RSV antiviral HEp-2 | LYP inhibition | others
Cc1ccc(NC(=O)CCC(=O)OCC(=O)c2ccc(Oc3ccc([N+](=O)[O-])cc3)cc2)c(C)c1 | -1% | 0.2% | -2% | -2% | -12% | -0.6% | -19% | 14% | 0% | Dengue-2 NS5 capping pilot replicate=-6.7
c1ccc(C2=Nn3c(Cn4nnc5ccccc54)nnc3SC2)cc1 | 2% | . | . | -15% | . | -0.1% | 6% | ? | -8%
Cn1c(=O)cc(Nc2ccccc2)[nH]c1=O | 9% | . | 4% | 8% | -3% | -0.2% | 14% | 1.2% | -7%
CSc1nc(C)c(C(=O)C[n+]2ccc(C)cc2)cc1C#N | 9% | -0.9% | -8% | -2% | -8% | -0.7% | -12% | 0.0% | 1%
CC(C)c1ccc(N(CC(=O)N2CCN(Cc3ccccc3)CC2)S(C)(=O)=O)cc1 | 5% | . | -13% | -3% | 7% | -1.8% | 3% | -0.4% | -9%
CN1C(C(=O)NCCc2cccs2)CC2Cn3c(nc4ccccc43)C21 (stereo not drawn) | 21% | . | -4% | 0% | -1% | -0.1% | 6% | -0.1% | -9%
O=[n+]1cc(-c2ccc(Cl)cc2)n([O-])c2c1CCCCC2 | 27% | -2.5% | -6% | -11% | -4% | -0.9% | -5% | 0.5% | -2%
COc1cc2c(cc1OC)CN(C(=O)/C=C/c1ccc([N+](=O)[O-])cc1)CC2 | 5% | . | 3% | -5% | -3% | -0.7% | 6% | 21% | -4%
COc1ccc(-c2c3c(nc4sc(C(=O)Nc5ccccc5)c(N)c24)CCC3)cc1 | . | . | 6% | . | -7% | 0.0% | . | -0.6% | . | Dengue-2 NS5 capping pilot replicate=-1.2
CSc1nnc(-c2ccccc2)c(=O)[nH]1 | 15% | -0.4% | 6% | -12% | -1% | 0.2% | 8% | 1.9% | -3%
Cc1c(Cl)c(-c2n[nH]c(=S)n2CC(C)C)nn1C | 10% | -4.0% | 7% | 4% | 3% | -0.5% | 14% | 0.9% | -4%
COc1ccc(NC(=O)c2sc3nc(N4CCOCC4)c4c(c3c2N)CC(C)(C)OC4)c(OC)c1 | 13% | . | 14% | -4% | -4% | 0.7% | -12% | 3.9% | -4%
CCN(CC)S(=O)(=O)c1cccc(C(=O)Nc2ccc3c(c2)OCO3)c1 | 8% | -2.8% | -14% | 7% | 15% | 0.1% | 4% | 6.5% | -2%
CN(C(=O)c1ccncc1)c1nnc(-c2ccccn2)s1 | 24% | 1.7% | 13% | 0% | -2% | 0.5% | -4% | 2.5% | -4%
CC(Oc1ccc2ccc(=O)oc2c1)C(=O)N1CCOCC1 (stereo not drawn) | 29% | . | 13% | 15% | -10% | . | . | -0.8% | .
O=C(CCC(=O)N1CCOc2ccccc21)Nc1ccccc1Cl | 16% | . | 12% | . | 1% | -0.1% | 3% | 2.1% | -5%
COc1ccc(C)cc1S(=O)(=O)N(CC(=O)Nc1cccc([N+](=O)[O-])c1)c1ccc(C)cc1 | 4% | 2.1% | 10% | 5% | 5% | -0.5% | 13% | 1.1% | 4%
CSc1c(CC(=O)Nc2ccccc2)n(Cc2ccccc2)c2ccccc12 | 0% | 0.8% | 8% | -4% | -4% | -0.3% | -19% | 2.5% | -6%
NCCCCC(=O)O | 24% | . | 6% | -9% | 4% | . | . | -0.2% | .
C=CCn1c(Cc2ccc(OCC)cc2)nnc1SCC(N)=O | -8% | -0.4% | 5% | 6% | -2% | 0.4% | 4% | -0.3% | 3%
COC(=O)C(CCSC)NC(=O)CNC(=O)C1CCCCC1 (stereo not drawn) | -2% | -0.9% | -6% | -6% | -1% | 0.1% | -4% | 1.3% | -4%
CNC(=S)N(Cc1ccco1)Cc1cc2cc(OC)ccc2[nH]c1=O | 11% | -3.2% | 8% | 11% | -9% | -0.6% | -8% | 3.4% | -4%
COC(=O)c1ccc(Oc2nc(C)cc(Oc3ccccc3)n2)cc1 | 3% | 6.7% | 16% | 1% | -2% | 0.8% | -4% | 1.8% | -6%
Cn1c(C2=C(O)CN(c3ccc4c(c3)OCCO4)C2=N)nc2ccccc21 | 1% | 2.0% | 2% | 2% | -1% | 0.1% | -5% | -1.6% | -9%
CCCCn1c(/N=C/c2ccc(N(C)C)cc2)nc2ccccc21 | 18% | -1.6% | -1% | 7% | -53% | -0.4% | 13% | 0.3% | -3%
(list continues)
SMILES | SV40 large T antigen | ER stress rescue | Rac1 GTP hydrolysis | Salmonella PhoP GFP | Dengue-2 NS5 capping | West Nile antiviral | GPR35 antagonists | RSV antiviral HEp-2 | LYP inhibition | others
COc1ccccc1N1CCN(C2CCCN(C(=O)c3ccoc3)C2)CC1 (stereo not drawn) | 8% | . | 6% | 7% | -11% | -0.1% | 10% | 0.7% | -5%
COCCNC(=O)c1cc2nc3c(c(C(F)(F)F)n2n1)CCc1ccccc1-3 | 6% | -0.6% | 2% | 4% | . | 0.1% | 10% | 3.3% | -4%
CC(=O)c1c(C)[nH]c(C(=O)/C(C#N)=C/c2cccc(C)c2)c1C | 21% | . | 9% | 0% | 12% | -0.5% | -11% | 3.0% | -7%
CC1C(=O)Nc2ccccc2N1C(=O)c1ccc(F)cc1F (stereo not drawn) | 12% | . | -4% | 0% | -2% | 0.4% | 9% | 0.7% | -3%
CCc1cc(C)cc(OCCNC(=O)c2cncc(Br)c2)c1 | -2% | -0.2% | 14% | 12% | -1% | -0.4% | -7% | 1.5% | 4%
COC(=O)C1=C(N)OC2=C(C(=O)CCC2)C1c1cccnc1 (stereo not drawn) | 17% | 0.5% | 5% | 1% | -24% | 0.4% | 3% | 1.1% | -6%
CC1(C)OC(=O)C(=CNc2ccccc2F)C(=O)O1 | 16% | -2.3% | 5% | 0% | -5% | 0.6% | -1% | 2.7% | 4%
CN(C)S(=O)(=O)c1cccc(C(=O)NCCCn2ccnc2)c1 | 6% | -0.6% | 14% | -5% | -1% | 0.0% | -6% | 5.3% | -3%
CC1CCCN(CCCNC(=O)c2cc3c(Cl)nc4ccccc4c3s2)C1 (stereo not drawn) | -2% | -9.4% | 25% | 2% | -7% | -1.8% | -14% | -0.3% | -5%
CC(=O)c1cccc(NC(=O)N(c2ccccc2)c2ccccc2)c1 | 5% | . | 11% | 1% | -2% | -0.6% | 2% | 2.0% | -11%
CCN(/C=N/c1sc2c(c1C#N)CCCCC2)CC | 2% | 1.2% | 5% | 10% | 6% | 0.7% | 7% | ? | 1%
COc1ccc(-c2nc(-c3ccccc3)c(-c3cc([N+](=O)[O-])ccc3C)[nH]2)cc1O | 8% | -0.6% | 14% | -1% | -8% | 0.5% | -5% | 35% | -4%
CC(C)C[C@H](NC(=O)c1[nH]cnc1C(=O)N[C@@H](C)C(=O)OCc1ccccc1)C(=O)OC(C)(C)C | 7% | . | 2% | -4% | -5% | -0.6% | 21% | 4.3% | 7%
COc1ccc(S(=O)(=O)O/N=C2\CCSc3ccc(C)cc32)cc1 | 6% | -1.4% | 4% | -7% | -3% | 0.2% | -11% | 1.5% | 4% | Dengue-2 NS5 capping pilot replicate=-4.9
Cc1nc(/N=C(\N)N(C)C)[nH]c(=O)c1C | -3% | . | 4% | 1% | -1% | 0.9% | 13% | 0.2% | -1%
CCOc1ccc(N(CC(=O)NC2CCCCC2)C(=O)CNC(=O)c2cccs2)cc1 | 3% | . | 4% | 10% | -4% | -0.6% | -3% | 1.7% | -8%
COC(=O)c1cc(C(=O)NCCCN2CCOCC2)cc([N+](=O)[O-])c1 | 5% | -1.3% | 9% | -5% | -5% | 0.6% | 4% | -0.4% | -3%
CCC(C)(C)C1CCC2(CC1)NC(=O)N(CC(=O)N(C)CC(=O)Nc1ccccc1C(F)(F)F)C2=O (stereo not drawn) | -1% | . | -4% | -2% | -1% | -0.8% | -9% | 4.1% | -8%
COCCNC(=O)CCn1c(=O)oc2ccccc21 | -4% | -1.1% | 5% | -3% | -1% | 0.0% | 4% | 1.2% | -7%
COC(=O)c1cc2n(n1)CCCNC2=O | -2% | -0.4% | 6% | -8% | -7% | 0.4% | -5% | 1.5% | -6%
O=C(CNC(=S)N(Cc1ccccc1)Cc1cccnc1)NCc1ccccc1 | 9% | 3.0% | 5% | 12% | -6% | -1.4% | 0% | -0.7% | -5%
O=C(COC(=O)c1ccc(Cl)nc1)Nc1nnc(-c2ccccc2)o1 | 2% | . | 3% | 2% | -8% | . | . | 0.5% | .
COCCN(C(=O)CSc1nnc(Nc2ccc(C)cc2)s1)c1c(N)n(CC(C)C)c(=O)[nH]c1=O | 3% | -1.4% | 9% | 4% | -3% | 0.0% | 28% | -1.1% | 2%

Structures listed so far with a furan ring, fused or not, in the order listed:
SMILES | SV40 large T antigen | ER stress rescue | Rac1 GTP hydrolysis | Salmonella PhoP GFP | Dengue-2 NS5 capping | West Nile antiviral | GPR35 antagonists | RSV antiviral HEp-2 | LYP inhibition | others
CNC(=S)N(Cc1ccco1)Cc1cc2cc(OC)ccc2[nH]c1=O | 11% | -3.2% | 8% | 11% | -9% | -0.6% | -8% | 3.4% | -4%
COc1ccccc1N1CCN(C2CCCN(C(=O)c3ccoc3)C2)CC1 (stereo not drawn) | 8% | . | 6% | 7% | -11% | -0.1% | 10% | 0.7% | -5%

Quoted from the entries so far, 7 compounds:
SMILES | SV40 large T antigen | ER stress rescue | Rac1 GTP hydrolysis | Salmonella PhoP GFP | Dengue-2 NS5 capping | West Nile antiviral | GPR35 antagonists | RSV antiviral HEp-2 | LYP inhibition | others
CC(C)C[C@H](NC(=O)c1[nH]cnc1C(=O)N[C@@H](C)C(=O)OCc1ccccc1)C(=O)OC(C)(C)C | 7% | . | 2% | -4% | -5% | -0.6% | 21% | 4.3% | 7%
COc1ccc(S(=O)(=O)O/N=C2\CCSc3ccc(C)cc32)cc1 | 6% | -1.4% | 4% | -7% | -3% | 0.2% | -11% | 1.5% | 4% | Dengue-2 NS5 capping pilot replicate=-4.9
Cc1nc(/N=C(\N)N(C)C)[nH]c(=O)c1C | -3% | . | 4% | 1% | -1% | 0.9% | 13% | 0.2% | -1%
CCOc1ccc(N(CC(=O)NC2CCCCC2)C(=O)CNC(=O)c2cccs2)cc1 | 3% | . | 4% | 10% | -4% | -0.6% | -3% | 1.7% | -8%
COC(=O)c1cc(C(=O)NCCCN2CCOCC2)cc([N+](=O)[O-])c1 | 5% | -1.3% | 9% | -5% | -5% | 0.6% | 4% | -0.4% | -3%
CCC(C)(C)C1CCC2(CC1)NC(=O)N(CC(=O)N(C)CC(=O)Nc1ccccc1C(F)(F)F)C2=O (stereo not drawn) | -1% | . | -4% | -2% | -1% | -0.8% | -9% | 4.1% | -8%
COCCNC(=O)CCn1c(=O)oc2ccccc21 | -4% | -1.1% | 5% | -3% | -1% | 0.0% | 4% | 1.2% | -7%

Bioassay records: PubChem BioAssay, several laboratories
